Ba/F3 V617F tox – loss of viability in JAK2V617F-driven Ba/F3 cells | Ba/F3 EpoR-JAK2V617F viability, ATP luminescence | inhibition, % at 5.6 µM | actives 1.1% (n = 220,000) | AID 1446;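 active = inhibition above the campaign mean plus 3 SD over all tested compounds, cut at about 24% in these data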;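 also: cytokine-independent growth of Ba/F3 cells driven by EpoR plus mutant JAK2; 0% = DMSO-treated cells and 100% = JAK inhibitor I control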
zfTRPN1 agonist – zebrafish TRPN1 (NompC) channel agonism | HEK293 zebrafish TRPN1-YFP, Fluo-8 calcium fluorescence; 100% = response to 87 µM carbachol | activation, % at 3 µM | actives 0.18% (n = 220,000) | AID 1424;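 active = activation above its plate's cutoff, the mean activation of test wells on that plate plus 3 SD, cut at about 19% in these data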;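 also: 0% = DMSO alone and 100% = 87 µM carbachol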
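Material: zebrafish TRPN1-YFP in HEK293 cells; Doses: single test compound dose, 3 µM nominal, 0.3% DMSO; Timing: dye loading 1 h at 37 °C, then 30 min room temperature; Technique: intracellular calcium fluorescence with Fluo-8; Benchmarks: high carbachol 87 µM, low DMSO alone.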
BaF3 tox – parental Ba/F3 viability inhibition as JAK2V617F counter-screen. AID 1486. actives 1.1% (n = 220,000). CellTiter-Glo ATP luminescence. inhibition, % at 5.6 µM;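 active = inhibition above a per-campaign cutoff, the mean inhibition of all tested compounds plus 3 SD, cut at about 27% in these data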;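 also: 0% = DMSO wells and 100% = JAK Inhibitor I control wells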
PERK inh – inhibitors of human PERK kinase | CHO PERK-DD fusion, SEAP luminescence translation reporter | inhibition, % at 5.6 µM | actives 0.17% (n = 220,000);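 active = inhibition above the mean inhibition of all tested compounds plus 3 SD, set separately per screening campaign, cut at about 2.9% in these data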;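 also: PERK kinase domain activated by AP20187 dimerizer at 100 nM; 0% = DMSO with dimerizer and 100% = rapamycin at 8.4 µM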
Target sequence (Q9NZJ5 whole entry, looked up, the tested form may be a part): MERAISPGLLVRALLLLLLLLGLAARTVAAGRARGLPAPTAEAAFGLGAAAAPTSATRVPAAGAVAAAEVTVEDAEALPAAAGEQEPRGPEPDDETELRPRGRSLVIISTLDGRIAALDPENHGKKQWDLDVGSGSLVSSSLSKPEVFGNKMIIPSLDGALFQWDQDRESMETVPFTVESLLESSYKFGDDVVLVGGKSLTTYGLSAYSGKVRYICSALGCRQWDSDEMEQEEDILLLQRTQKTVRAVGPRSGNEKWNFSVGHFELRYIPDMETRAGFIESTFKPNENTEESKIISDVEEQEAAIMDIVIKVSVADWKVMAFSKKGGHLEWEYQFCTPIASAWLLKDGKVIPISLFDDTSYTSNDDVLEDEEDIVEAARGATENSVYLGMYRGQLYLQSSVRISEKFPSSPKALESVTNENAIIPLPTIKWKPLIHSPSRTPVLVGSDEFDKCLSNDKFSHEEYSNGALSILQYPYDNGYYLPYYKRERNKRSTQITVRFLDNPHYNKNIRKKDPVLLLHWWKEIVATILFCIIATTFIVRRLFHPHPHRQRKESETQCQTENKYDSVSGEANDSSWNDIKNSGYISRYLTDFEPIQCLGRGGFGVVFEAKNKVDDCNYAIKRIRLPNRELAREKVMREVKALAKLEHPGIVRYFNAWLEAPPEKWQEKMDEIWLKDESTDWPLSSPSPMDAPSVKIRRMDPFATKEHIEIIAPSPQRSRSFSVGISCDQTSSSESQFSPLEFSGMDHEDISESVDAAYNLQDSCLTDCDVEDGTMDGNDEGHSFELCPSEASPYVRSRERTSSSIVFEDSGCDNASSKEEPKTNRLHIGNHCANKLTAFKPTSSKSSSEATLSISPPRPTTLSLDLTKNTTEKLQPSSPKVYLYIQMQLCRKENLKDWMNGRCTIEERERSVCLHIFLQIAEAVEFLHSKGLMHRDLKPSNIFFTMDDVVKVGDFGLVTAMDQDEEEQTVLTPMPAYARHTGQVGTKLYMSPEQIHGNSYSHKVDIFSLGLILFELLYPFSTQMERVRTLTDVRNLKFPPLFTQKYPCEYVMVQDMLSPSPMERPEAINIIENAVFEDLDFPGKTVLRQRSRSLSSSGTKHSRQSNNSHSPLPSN
TRPML3 ag – activates the human TRPML3 channel. actives 0.29% (n = 220,000). HEK293 TRPML3-YFP, Fluo-8 calcium fluorescence; 100% = the carbachol control signal. activation, % at 3 µM;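 active = activation above its plate's cutoff, the mean activation of the plate's test wells plus 3 SD, cut at about 12% in these data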;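 also: 0% = DMSO only wells and 100% = carbachol wells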
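Test system: HEK293 cells stably carrying human TRPML3-YFP; Doses: single dose, 3 µM final nominal compound, 0.3% DMSO final; Schedule: dye loading 1 h 37 °C then 30 min ambient, 125 s read; Technique: Fluo-8 calcium fluorescence; Benchmarks: high control carbachol 87 µM, low control DMSO.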
S1P4 agonist – human S1P4 receptor agonism | O95977 | S1P4-expressing cell line, agonist reporter assay | activation, % at 4.98 µM | actives 0.35% (n = 220,000); in the data active = activation above about 11%;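 also: 0% = DMSO vehicle and 100% = reference agonist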
S1P4 antagonist – blocks the human S1P4 receptor; actives 0.26% (n = 220,000); AID 1510; S1P4-expressing cells, antagonist mode, reporter read-out; inhibition, % at 4.98 µM; O95977; in the data active = inhibition above about 29%;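 also: 0% = wells stimulated with agonist and 100% = vehicle wells without agonist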
EP2 mod – modulators of human EP2 prostaglandin E2 receptor; EP2-expressing cells, cAMP HTRF FRET, PGE2 co-stimulation; actives 0.83% (n = 260,000); induction, % at 25 µM;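 active = compounds whose cAMP rise, as percent of the full-agonist control response, exceeds 60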;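 also: rat C6 glioma line stably carrying human EP2 under a CMV promoter; the protocol text gives 20 µM as final concentration; 100% = response of wells given 1 µM PGE2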
m-calpain inh – inhibitors of pig calpain II | purified calpain II, fluorogenic peptide substrate, 30 min | inhibition, % at 16 µM | actives 0.37% (n = 220,000);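 active = inhibition above about 50%, limit read from the data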
* = called active by the depositor; x = not tested or not shown; & = joins results of further samples. This is a random part of the collection. About 3.6% of those tested had a hit in this group.

Second line of a record – Ba/F3 V617F tox	zfTRPN1 agonist	BaF3 tox	PERK inh	TRPML3 ag	S1P4 agonist	S1P4 antagonist	EP2 mod	m-calpain inh
- COc1ccc(Oc2ccccc2C#N)cc1
 : 0.1	-1.1	5.5	1.6	0.2	-2.0	-14.2	31.1	4.5
- COc1c(C(=O)Nc2c(C)n(C)n(-c3ccccc3)c2=O)ccc2ccccc12
 : -1.8	-0.2	2.1	0.4	0.9	1.5	-21.2	11.9	10.3
- CC(C)c1ccc(/C=N/n2cnnc2)cc1
 : 0.5	-0.1	3.5	0.4	0.0	1.4	-0.5	5.3	0.4
- COc1ccc2c(c1OC)C(=O)OC2C/C(=N\NC(N)=O)c1ccccc1 (stereo not given)
 : 3.2	1.8	8.2	1.7	1.6	0.1	-15.3	0.6	-22.5
- COc1cc2c(cc1OC)C(C)N(C(=O)c1nccnc1C(=O)O)CC2 (stereo not given)
 : -2.8	0.9	-1.9	-0.4	1.3	1.9	-1.4	-0.8	3.6
- Cc1nnc(SCc2nnc(-c3cccs3)o2)n1Cc1ccccc1
 : -3.0	0.1	2.0	-0.1	0.6	0.2	-19.8	-17.9	10.6
- O=C(COc1ccc(Br)cc1CO)Nc1ccc(F)cc1
 : 2.1	1.5	5.0	1.4	0.2	1.1	1.9	-18.9	-27.6
- CCO/C(C)=C1\C(=O)Nc2ccccc21
 : 1.5	0.4	7.3	0.7	-0.5	-1.0	-6.3	8.2	-8.7
- C=CCc1cccc2cc(C(=O)NC3=C(C#N)CCC3)c(=O)oc12
 : -4.2	1.8	-0.7	0.9	0.1	0.5	3.5	25.4	26.6
- O=C(CC(Sc1ccccc1)c1cccs1)c1ccco1 (stereo not given)
 : 1.5	-0.8	-0.9	2.1	-0.4	-0.9	20.6	88.8*	4.2
- COc1ccc(C2=NOC(C(=O)Nc3cccnc3)C2)cc1OC (stereo not given)
 : -2.2	0.6	3.7	-0.2	-0.4	0.9	-8.1	19.3	32.0
- CCOC(=O)c1sc(NC(=O)c2c(C)nn(Cc3ccccc3)c2C)cc1C
 : 5.5	-1.0	6.8	-1.6	-0.7	1.1	-2.8	-77.6	-5.8
- CCC(=O)N(Cc1ccc2c(c1)OCO2)Cc1cc2cc(OC)ccc2[nH]c1=O
 : -0.5	1.6	4.5	-0.7	0.6	1.0	-5.9	-7.6&-47.0	-9.7
- CCCC12CN3CC(C)(CN(C1)C3c1cccs1)C2=O (stereo not given)
 : -4.0	-1.6	0.9	1.0	0.8	1.1	-2.8	17.9	-10.9
- C/C(=N\NC(=O)C(=O)Nc1cccc(C(F)(F)F)c1)c1ccc(Cl)s1
 : -0.7	0.3	-1.3	0.4	0.0	2.1	-23.4	-20.5	-22.4
- CC(=O)Nc1ccc(S(=O)(=O)N2CCN(Cc3cccc([N+](=O)[O-])c3)CC2)cc1
 : 0.4	2.9	10.6	0.0	0.8	-0.8	-21.7	-1.9	-8.0
- Nc1nc(SCc2ccccc2)n[nH]1
 : -3.1	0.1	1.7	-0.5	1.1	-0.2	2.0	-8.7	-8.2
- O=C1c2ccccc2C(=O)N1CN(C(=O)COc1ccccc1)c1ccccc1
 : 1.7	1.1	-0.4	-0.3	1.1	-1.1	9.6	-6.3	3.4
- Cc1c(C(=O)NCc2cccs2)oc2ccc(Br)cc12
 : -5.1	-1.4	-0.5	0.0	0.2	-1.5	-33.6	-25.3	13.2
- Cc1ccc(N(CC(=O)Nc2ccc(-c3nc4ccc(C)cc4s3)cc2)S(C)(=O)=O)cc1
 : 3.6	0.1	5.3	-0.8	0.3	-3.2	2.4	-36.8	-48.9
- COc1ccccc1N(CC(N)=O)S(=O)(=O)c1ccc(C)cc1
 : -0.6	1.6	2.4	0.6	0.6	-0.5	-11.7	22.2	-31.6
- O=C(CSC1=NC(=O)C(c2ccccc2)C(=O)N1)Nc1ccccc1[N+](=O)[O-] (stereo not given)
 : 2.6	0.2	7.7	2.1	0.8	1.5	-13.9	28.9	-22.8
- CCCCN(CC)c1nc(-c2ccncc2)nc2ccccc12
 : -1.9	-2.3	2.3	-3.0	-0.5	-1.3	-5.5	52.3	1.7
- Oc1c(Br)cc(Br)cc1CNc1ccccn1
 : -0.5	-0.6	-0.4	-0.5	-0.7	1.7	-6.8	35.2	-0.8
- Cc1cc(C)n(-c2ccc(C(=O)Nc3nnc(C)s3)cc2)n1
 : 2.7	-0.7	3.3	-0.8	-0.2	-0.4	-2.4	30.5	4.4
- CC(C)(C)OC(=O)N1CCC(C(N)=O)CC1
 : -1.5	0.7	6.8	2.0	0.7	0.8	-3.2	32.3	2.0
- COc1ccc(OC)c(S(=O)(=O)N2c3ccccc3CC2C)c1 (stereo not given)
 : -5.0	-1.3	1.2	-0.2	0.0	0.6	-11.1	14.8	-11.3
- Cc1cccc(N2CCCC2=Nc2ccc(Br)cc2C#N)c1
 : -0.8	-1.1	-0.7	0.5	0.6	-0.9	6.7	2.5	-13.2
- Cc1cc(F)ccc1NCC(=O)Nc1ccc(Br)cc1C
 : 2.2	-0.8	8.6	-0.6	0.0	-1.8	-4.9	-4.5	19.8
- Cc1noc(C)c1COC(=O)c1ccc2c(c1)OCCO2
 : -1.3	2.2	1.2	1.1	1.6	-0.7	1.1	-0.5	10.0

With a hit mark in EP2 mod (from the list above):
compound	PERK inh	TRPML3 ag	S1P4 agonist	S1P4 antagonist	EP2 mod	m-calpain inh
O=C(CC(Sc1ccccc1)c1cccs1)c1ccco1 (stereo not given)	2.1	-0.4	-0.9	20.6	88.8*	4.2

(list continues)
Second line of a record – Ba/F3 V617F tox	zfTRPN1 agonist	BaF3 tox	PERK inh	TRPML3 ag	S1P4 agonist	S1P4 antagonist	EP2 mod	m-calpain inh
- Cn1nc(-c2ccc(Cl)cc2)c2cc(C(=O)N3CCOCC3)sc21
 : -1.5	-1.1	3.7	-0.8	1.0	-0.8	-4.0	-19.9	-47.1
- COc1cc(/C=N\NC(=O)Cn2nnc3ccccc32)cc(OC)c1OC
 : -0.1	0.3	-1.2	-0.4	-0.2	0.7	-3.3	8.0	-1.4
- O=[N+]([O-])c1ccc(/C=C/c2ccc3cccc([N+](=O)[O-])c3n2)cc1
 : 2.8	-0.1	6.6	-0.2	0.0	-0.1	-13.6	-14.1	-9.0
- COc1cc(NC(=S)NCCc2ccccc2)c(OC)cc1NC(=O)CC(C)C
 : 4.4	-1.8	2.3	-0.6	-1.2	0.2	-3.4	20.9	16.7
- C/C(=N/NC(=O)C(O)(c1ccccc1)c1ccccc1)c1ccc([N+](=O)[O-])o1
 : -3.5	-1.0	-2.1	0.3	-0.2	-2.5	2.7	7.6	0.3
- CCCCNc1cc(NC(C)=O)cc2cc(OC)c(OC)cc12
 : -1.1	1.3	3.4	0.4	0.6	2.1	0.9	x	x
- Cn1c(N)c(C(=O)COC(=O)c2cnc(Cl)c(Cl)c2)c(=O)n(C)c1=O
 : -2.0	2.0	4.8	0.9	1.3	1.3	-6.8	1.9	69.0*
- Cc1nc2ccc(NC(=O)c3ccc(Cl)c(S(=O)(=O)N(C)c4ccccc4)c3)cc2s1
 : -0.5	0.8	0.4	-0.2	0.7	1.3	-13.7	-30.2	-32.1
- COc1ccc(CC(=O)N2CCN(c3ccccn3)CC2)cc1OC
 : -0.5	0.3	1.4	-0.4	1.2	1.1	-18.7	1.0	-22.9
- O=c1cc(CSc2nnc(NC3CCCCC3)s2)nc2sccn12
 : 0.2	-1.2	0.2	0.4	0.7	0.6	-22.4	-21.0	-15.0
- O=C(COc1ccc(Br)cc1)N/N=C1/SCC(=O)N1Cc1ccccc1
 : -1.4	-0.7	0.4	0.2	-0.7	0.7	-25.2	-17.1	12.4
- CCCn1nc(CC(=O)O)c2ccccc2c1=O
 : -5.0	0.6	6.6	1.0	-0.5	0.6	5.7	11.4	-29.9
- C/C(=N\Nc1ccc([N+](=O)[O-])cc1)c1ccc(N2CCOCC2)cc1
 : -0.7	1.5	-5.1	0.1	0.7	0.5	5.2	-31.7	-9.1
- COC(=O)c1sccc1N(C)S(C)(=O)=O
 : 2.7	0.6	12.1	0.5	1.3	-1.8	2.6	1.3	-10.9
- Cc1cc(NC(=O)c2c([N+](=O)[O-])c(C)nn2C)no1
 : 2.2	0.3	2.8	0.7	0.9	1.3	2.2	15.3	27.1
- Cc1ccc2nc(Cl)c(CN(C(=O)c3cnccn3)C3CCCCC3)cc2c1
 : -4.2	-0.7	0.5	-0.2	-1.1	-1.4	-13.5	-13.3	-21.9
- CC(=O)N1CCc2cc(C(=O)CN3CCN(C(=O)c4ccco4)CC3)ccc21
 : -3.0	2.2	4.8	1.8	0.7	0.7	-14.6	-77.2	12.8
- O=C(N/N=C/c1ccc(-c2ccccc2)o1)c1ccccc1O
 : -5.1	8.4	-1.0	1.4	5.8	0.9	2.7	-52.2	-8.0
- CCCC/C=C/C(NC(=O)CCc1ccccc1)c1ccccc1 (stereo not given)
 : -0.8	-1.2	6.4	0.1	-0.7	0.4	-1.7	4.1	11.0
- COC(=O)C(O)(CC(=O)Nc1ccc(Cl)cc1F)C(F)(F)F (stereo not given)
 : -4.1	-1.0	-0.6	0.9	1.1	-0.8	-4.1	10.8	-29.9
- Cc1ccc(S(=O)(=O)N(C)C)cc1NC(=S)NC12CC3CC(CC(C3)C1)C2
 : 1.9	7.1	5.3	-1.4	-0.3	0.0	7.5	-0.5	19.7
- CC(C)Sc1cc(N2CCCC2)nc(-c2ccc(F)cc2)n1
 : -4.2	1.0	7.0	1.1	0.0	-1.8	-12.2	39.2	-39.7
- CC(C)C(NC(=O)c1ccco1)C(=O)NCC(c1ccco1)N(C)C (stereo not given)
 : -1.8	-0.1	1.6	0.6	0.8	-1.7	16.0	9.0	-0.7
- CC(/C=C/c1ccco1)=N\NC(=O)c1cc(Cl)ccc1O
 : 1.5	-0.5	1.5	0.4	-0.1	-0.5	-11.8	-26.5	-57.4
- O=C1C2CC=CCC2C(=O)N1c1ccc(NCCc2cccc(F)c2)c([N+](=O)[O-])c1 (stereo not given)
 : 3.0	0.4	1.8	-0.1	0.7	-0.6	-16.4	-81.8	12.1
- O=C(NNc1ccccc1)C(=O)NNS(=O)(=O)c1ccc([N+](=O)[O-])cc1
 : -0.3	1.6	9.0	0.8	0.9	1.6	5.1	34.3	-13.5
- COc1ccc(OCC(=O)OCC(=O)N2CC(=O)Nc3ccccc32)cc1
 : 1.1	3.9	-2.0	0.8	2.2	-1.3	5.9	-4.6	-1.3
- CCn1c(-c2cc3c(C(F)(F)F)nn(C)c3s2)n[nH]c1=S
 : 3.4	1.8	9.0	1.9	0.0	-2.3	-4.4	17.9	-250.5
- CCc1ccc(C(=O)c2oc3nc(C)cc(C)c3c2N)cc1
 : 2.4	0.0	10.2	-0.6	-0.3	-0.8	-15.8	11.6	0.9
- CCN(C(=O)CN1CCN(c2ccc(O)cc2)CC1)c1c(N)n(Cc2ccccc2)c(=O)[nH]c1=O
 : 6.0	0.7	15.1	2.4	0.1	-0.9	3.5	14.7	-11.1
- O=C(O)Cc1ccc(NC(=O)Nc2cccc(Cl)c2)cc1
 : -7.4	-0.5	1.6	0.6	-0.1	-0.4	-1.9	-2.3	-2.3
- COCCN(Cc1cc2cc3c(cc2nc1Cl)OCO3)C(=O)c1ccc(C)cc1
 : 1.2	0.8	6.2	0.6	0.2	0.3	-14.3	-35.5	-22.3

Bioassay records from PubChem BioAssay.
